NR2E3 ag-1 – activates human NR2E3 receptor | Q9Y5X4 | CHO-S Gal4-NCOR/VP16-NR2E3 two-hybrid, luciferase | inhibition of corepressor binding, % at 3.98 µM | hit rate 0.35% among 360,000 | AID 602229;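 active = inhibition above the mean of all tested compounds plus 3 SD, cut at about 70% in these data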;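 also: 0% = DMSO with NR2E3 transfected cells and 100% = cells lacking NR2E3 construct; higher means lower luciferase signal from less NR2E3 corepressor binding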
Target sequence (Q9Y5X4 whole entry, looked up, the tested form may be a part): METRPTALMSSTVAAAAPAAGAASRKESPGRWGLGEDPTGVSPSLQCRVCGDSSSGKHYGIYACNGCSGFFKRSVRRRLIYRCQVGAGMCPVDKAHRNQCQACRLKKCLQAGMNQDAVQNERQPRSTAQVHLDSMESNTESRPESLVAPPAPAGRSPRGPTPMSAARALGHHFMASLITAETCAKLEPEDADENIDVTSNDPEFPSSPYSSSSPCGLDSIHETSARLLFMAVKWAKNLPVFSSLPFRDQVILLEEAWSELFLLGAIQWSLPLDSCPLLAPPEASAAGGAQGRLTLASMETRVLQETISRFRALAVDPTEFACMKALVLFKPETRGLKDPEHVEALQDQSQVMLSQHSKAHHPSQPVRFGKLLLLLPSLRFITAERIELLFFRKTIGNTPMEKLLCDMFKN
NR2E3 ag-2 – activates human photoreceptor nuclear receptor NR2E3; AID 2300; GST-NR2E3/biotin-RetCOR TR-FRET, 1536-well; Q9Y5X4; inhibition of corepressor binding, % at 4.78 µM; hit rate 0.12% among 320,000;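 active = percent inhibition above the cutoff of mean plus 3 SD of all tested compounds, set per screening campaign, cut at about 20% in these data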;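 also: 0% = DMSO wells and 100% = biotin wells as full block of FRET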
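Material – GST-tagged NR2E3 plus biotinylated RetCOR corepressor · Quantity – NR2E3 fusion 1.35 nM · Times – 5 h incubation at 4 °C · Medium – pH 7.5 Tris-based buffer · Technique – TR-FRET, Eu(K)-anti-GST donor, streptavidin-D2 acceptor, ex 340, em 617/671 nm · Benchmarks – high control biotin, low control 0.6% DMSO · Format – 1536-well plates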
Shn3 inh set2 – Schnurri-3 reporter inhibition in Clone20 osteoblasts; Clone20 osteoblast Shn3 3'UTR firefly luciferase, 24 h; inhibition, % at 12.5 µM; hit rate 0.52% among 360,000;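 active = mean inhibition of at least 75% with every replicate also reaching 75%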;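 also: 0% = median of neutral control wells and 100% = pilot-screen positive control compound; some compounds past the cut are filed as inactive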
Peg3 promoter – Peg3 promoter activity inhibition; hit rate 1.7% among 360,000; AID 588405; HeLa PEG-Prom luciferase reporter, luminescence, overnight; inhibition, % at 20 µM;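 active = inhibition of at least 50% at 20 µM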
TRPM1 prom inh – reduces MITF-dependent TRPM1 promoter luciferase signal. SK-MEL-5 TRPM1 promoter luciferase, 24 h. inhibition, % at 12.5 µM. hit rate 0.83% among 330,000. AID 488899;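 active = mean inhibition across replicates of 60% or more, whatever share of single replicates reaches that level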; also: values of inactives mirror those of a sister screen read the other way
HIF-2a inh – blocks HIF-2a reporter activity | 786-0 RCC cells HIF-2a reporter, luciferase luminescence, overnight | inhibition, % at 18.8 µM | hit rate 0.72% among 360,000;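 active = inhibition of the luminescence signal of 40% or more relative to plate controls, in a single-dose primary screen at 18.75 µM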
hiPSC survival – hiPSC single-cell survival enhancement. ATPlite luminescence; 100% = ROCK inhibitor wells, 0% = DMSO. survival enhancement, % at 20 µM. hit rate 0.044% among 360,000. AID 602274; in the data active = survival enhancement above about 18%;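 also: cells exposed to compounds for 16 hours before the ATP read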
TWEAK Fn14 block – TWEAK-Fn14 signaling inhibition | inhibition, % at 10 µM | hit rate 2% among 360,000 | AID 1159606 | TWEAK-stimulated Fn14 reporter cells, luciferase luminescence, 8 h; in the data active = inhibition above about 50%
KKLEB tox – reduces viability of KKLEB cystic fibrosis airway cells | activity change (cytotoxicity), % at 5 µM | hit rate 0.36% among 360,000 | KKLEB CF airway cells viability, ATPlite luminescence, overnight; hits give low values; cells stimulated with P. aeruginosa culture filtrate | AID 602141;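 active = corrected activity change at or below -50% at 5 µM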
CF NFkB block – blocks PAF-induced NF-kB reporter in cystic fibrosis cells; inhibition, % at 5 µM; AID 588850; hit rate 0.86% among 360,000; KKLEB NF-kB-GFP reporter, GFP fluorescence overnight;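 active = at least 50% inhibition at 5 µM, scaled per plate between neutral and stimulator controls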;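 also: PAF is a Pseudomonas aeruginosa culture filtrate used as stimulus; plate controls were PAF-stimulated DMSO wells for no effect and unstimulated DMSO wells for full effect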
aDG glyco act – alpha-DG glycosylation activation | Pro5-aDG cells, alpha-DG glycosylation AlphaScreen (IIH6); 0% Pro5, 100% B10-LARGE cell signal | activation, % at 10 µM | hit rate 0.22% among 360,000 | AID 624168;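 active = activation of at least 8% versus controls, or a plate z-score of at least 8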;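 also: Pro5 are CHO cells carrying HIG-tagged alpha-DG that lacks glycosylation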
* hit, by the source's call; . = no result given.

Structure	NR2E3 ag-1	NR2E3 ag-2	Shn3 inh set2	Peg3 promoter	TRPM1 prom inh	HIF-2a inh	hiPSC survival	TWEAK Fn14 block	KKLEB tox	CF NFkB block	aDG glyco act
NC(=O)NC[C@@H]1CC[C@@H](Cc2ccc(-c3ccccc3)cc2)O1	-117.2	.	-12.5	-276.5	-124.0	-202.1	2.9	-22.8	11.1	-11.2	0.0
COc1ccc(C2/C(=C(/O)c3ccccc3)C(=O)C(=O)N2CCO)cc1 (stereo not drawn)	-6.0	-0.8	-11.9	6.4	-4.8	-23.0	3.7	10.8	2.3	-1.2	0.0
CC1=CC(=C2C(=O)c3ccccc3C2=O)C=C(C)N1C	-68.7	-2.0	-98.9	-205.1	-52.8	-186.6	-1.3	10.2	5.9	-30.1	-0.2
O=C(O)Cc1ccc(NS(=O)(=O)c2ccccc2Cl)cc1	-9.0	3.1	9.7	4.8	8.2	13.8	0.9	-37.3	-5.6	9.5	-0.1
CCOC(=O)c1nnn(-c2nc(N(C)C)nc(N(C)C)n2)c1C	-14.6	-1.5	-6.0	0.8	6.2	12.0	-0.8	1.0	3.6	-17.9	-0.2
CCn1c(SCC(=O)Nc2ccc3c(c2)OCO3)nc2ccccc21	-13.1	2.4	6.9	-1.6	2.1	-5.2	-2.7	-17.6	2.0	0.6	0.3
N#Cc1ccccc1NC(=O)C1CC(=O)N(c2ccc3c4c(cccc24)CC3)C1 (stereo not drawn)	-10.0	-3.6	-4.5	6.8	5.4	16.4	0.8	-21.0	10.0	-11.9	-0.1
CCN(C(=O)COC(=O)COc1ccccc1Cl)c1c(N)n(Cc2ccccc2)c(=O)[nH]c1=O	-2.1	3.8	4.1	11.2	-10.6	3.6	0.4	3.8	16.3	-6.4	0.2
Cc1ccc(/C=N/NC(=O)CN2CCN(S(=O)(=O)c3ccc(Br)cc3)CC2)s1	14.6	-2.3	-15.6	14.9	4.0	-22.9	0.2	-11.6	-13.3	15.9	0.7
Cc1ccc(C2NC(=O)c3c(sc(C)c3C)N2)c(O)c1 (stereo not drawn)	-72.4	-0.6	-49.3	-187.3	-24.3	-254.2	-1.1	-4.1	-12.5	18.4	0.0
CC1CCc2nn(CC(=O)NCCN3CCOCC3)cc2C1 (stereo not drawn)	-3.2	-3.7	-1.1	-0.2	.	4.0	1.2	7.8	4.3	0.5	0.1
Cc1c(NC(=O)COc2cccc(Cl)c2Cl)c(=O)n(-c2ccccc2)n1C	-6.6	-0.2	-4.4	3.2	0.5	8.3	-0.3	3.3	7.0	-9.1	0.1
C=CCN(N=Nc1cccc([N+](=O)[O-])c1)c1cccc([N+](=O)[O-])c1	-12.6	4.9	6.6	7.7	5.1	-61.1	0.2	-31.6	-1.7	0.0	-0.4
O=C(NCCCn1ccnc1)c1nn2c(C(F)(F)F)cc(-c3ccc(Br)cc3)nc2c1Cl	24.6	-0.8	-10.0	44.2	19.1	-14.0	-1.5	-18.1	-14.4	9.4	0.9
CCCc1cc(=O)oc2cc(C)cc(OCC(=O)NCc3ccncc3)c12	-33.0	0.0	12.4	18.3	5.2	2.5	0.1	-16.7	4.9	-28.5	-0.1
Cc1ccc(NC2CNC(=O)NC2=O)cc1C (stereo not drawn)	6.5	.	-9.7	5.5	4.0	11.1	1.2	5.2	2.7	-13.9	0.0
COc1ccc2c(c1)OC13CCCCC1C2C(C(=O)c1ccccc1)C(=O)N3 (stereo not drawn)	16.1	1.5	-6.2	9.6	.	9.3	0.0	-34.2	-8.0	24.4	-0.1
COc1ccc(Nc2ccc(S(=O)(=O)N3CCCCC3)cc2[N+](=O)[O-])cc1	8.7	1.7	24.5	37.9	4.5	13.1	-0.9	7.7	5.5	-31.7	-0.6
Cc1cccc(NC(=O)c2cccnc2)c1	-18.1	1.6	-17.1	-27.0	-7.8	-46.3	-2.1	-1.3	-1.9	-3.6	0.4
C=C(C)C(=O)Nc1ccc(OC(F)(F)C(F)F)c(NC(=O)C(=C)C)c1	-6.4	-1.9	7.6	-102.3	-3.4	-1.8	-0.8	13.4	-16.6	7.0	-0.4
O=C(Cc1ccccc1)NC(CSSCC(NC(=O)Cc1ccccc1)C(=O)O)C(=O)O (stereo not drawn)	-25.4	.	-37.9	-31.3	2.0	-55.6	16.1	3.2	-2.2	5.2	0.4
Cc1ccccc1OCC(=O)NNC(=O)CCN1C(=O)c2ccccc2C1=O	18.5	5.2	13.9	-0.9	-5.6	10.2	0.7	-17.2	2.4	-25.8	-0.3
COc1ccc2[nH]cc(CCN=C3SCC(=O)N3C)c2c1	-7.4	1.1	11.3	-45.4	-10.2	-61.6	3.5	-5.6	1.3	-16.2	-0.2
Cc1cc(-c2ccc(C)c(S(=O)(=O)NC(C)Cc3ccco3)c2)on1 (stereo not drawn)	-3.7	3.5	4.1	18.3	5.8	11.5	-0.2	-23.3	4.8	-9.6	0.2
O=C(Cc1cccc(NC(=O)C2CCCN(C(=O)c3ccccc3)C2)c1)Nc1cccc(C(=O)N2CCOCC2)c1 (stereo not drawn)	-19.7	.	-3.9	-3.4	-3.1	8.1	-0.7	-18.2	10.6	0.7	0.1
COc1ccc(N2C(=O)CSC2c2cccc(F)c2)c(OC)c1 (stereo not drawn)	-6.5	-3.1	7.1	18.4	-6.6	15.7	1.5	-0.9	6.3	5.9	0.0
Cc1nnc(SCc2c(Cl)cccc2Cl)s1	-26.3	-0.1	-1.8	-77.4	-46.6	-146.3	0.6	-13.0	10.0	-9.3	-0.1
CCCc1nnc(SCC(=O)N2CCOCC2)n1C	-10.2	-0.5	-6.6	2.2	10.7	13.8	3.8	-2.6	6.1	-13.0	-0.4
CCC(=O)N1CCC1(C)C(=O)Nc1ccc(Cl)c(Cl)c1 (stereo not drawn)	-9.6	.	-1.8	-1.9	.	-11.5	-0.6	-37.0	-11.2	-16.8	-0.2
CC(C)=CCOc1ccc2c(C)c(CCC(=O)N3C[C@H]4C[C@@H](C3)c3cccc(=O)n3C4)c(=O)oc2c1C	-34.5	.	79.4	-45.3	.	-77.0	0.2	-13.8	-26.4	10.9	0.0
CCN(C(=O)CN1C(=O)NC2(CCc3ccccc32)C1=O)C1CCS(=O)(=O)C1 (stereo not drawn)	-4.4	4.5	-22.8	5.2	15.9	0.8	2.2	8.8	11.1	-7.3	-0.1
COc1cc2cc(Oc3ccc4ccc(=O)oc4c3)c(=O)oc2cc1OC1OC(COC(=O)CC(C)(O)CC(=O)O)C(O)C(O)C1O (stereo not drawn)	-20.3	-0.7	-2.8	-2.1	6.8	-5.0	3.9	2.2	-0.5	3.0	-0.1
O=C1OCCC1N1C(=O)c2ccccc2S1(=O)=O (stereo not drawn)	5.2	3.1	-1.1	7.8	-10.8	14.8	-3.5	-12.8	-3.4	3.6	0.1
Cc1ccc(OCC(=O)N2CCN(C(=O)c3cccc(F)c3)CC2)cc1	16.8	-1.1	-8.4	10.9	5.2	8.3	-0.8	-13.7	-1.1	1.3	-0.3
CCOc1cccc(C(=O)Nc2cccc(C(=O)NCC(C)C)c2)c1	0.6	-1.4	32.9	12.1	0.5	11.7	1.9	-6.1	-17.0	6.8	0.1
O=C(NC(=O)c1cccc(F)c1)OC[C@@H]1CCCN2CCCC[C@H]12	-14.4	1.7	2.2	5.9	.	13.0	-2.4	2.7	-1.4	-7.1	0.1

Individual results from the list:
`O=C(O)Cc1ccc(NS(=O)(=O)c2ccccc2Cl)cc1` | NR2E3 ag-1: -9.0
`Cc1ccc(NC2CNC(=O)NC2=O)cc1C` (stereo not drawn) | TWEAK Fn14 block: 5.2

(further entries)
Structure	NR2E3 ag-1	NR2E3 ag-2	Shn3 inh set2	Peg3 promoter	TRPM1 prom inh	HIF-2a inh	hiPSC survival	TWEAK Fn14 block	KKLEB tox	CF NFkB block	aDG glyco act
COc1ccc(OC)c(N(CC(=O)Nc2cccnc2)S(=O)(=O)c2ccccc2)c1	-14.0	-0.9	-0.5	10.4	0.3	11.9	2.4	15.1	-4.1	6.0	0.1
CCC(=O)Nc1c(C#N)c2nc3ccccc3nc2n1-c1ccccc1C	-1.8	1.3	6.6	30.3	16.4	14.7	-2.0	-3.5	-2.5	8.7	0.1
CCn1c(SCC(N)=O)nc2c1c(=O)n(C)c(=O)n2C	-10.2	2.3	7.3	13.8	11.6	9.7	-3.5	-9.9	6.5	-0.1	0.1
O=C(NCCN1C(=O)C2C3C=CC(C3)C2C1=O)Nc1ccc(Br)cc1 (stereo not drawn)	-85.3	3.0	-22.7	-255.8	-75.4	-187.9	-0.2	-0.6	11.5	-6.8	0.4
O=C(OCn1ncc(Br)c(Br)c1=O)c1ccccc1Cl	50.9	7.3	96.7*	106.1*	88.8*	92.2*	35.2*	97.2*	-96.2*	91.4*	-0.9
O=C(COC(=O)c1cn(-c2ccccc2)nc1-c1cccs1)NC1CC1	-18.0	1.3	-4.8	-3.1	-3.3	-37.3	0.9	6.5	-3.1	-9.7	-0.1
O=C(c1c(F)cccc1F)N1CCC(O)(c2ccc(F)cc2)CC1	15.1	-3.8	-2.2	-19.6	10.4	14.4	-0.6	20.8	-5.6	-6.9	0.1
CCN(C(=O)COc1ncnc2sccc12)c1ccccc1	0.8	-0.7	-8.7	-7.9	5.8	-6.4	-0.4	-8.1	3.9	-7.2	-0.3
Cc1cc(C(=O)O)ccc1-c1ccc(/C=N/n2cnnc2)o1	-25.6	.	-8.5	-3.5	-1.5	16.0	-0.5	-5.0	-1.8	-5.2	-0.1
Cc1cc(NC(=O)CSc2nnc(CNc3ccc(F)cc3)n2C2CCCCC2)no1	-3.8	-3.0	12.8	12.8	12.4	22.9	-1.1	25.5	10.4	7.2	0.1
CSc1ccccc1OCc1cc(C(=O)N2CCCC2c2nonc2C)no1 (stereo not drawn)	-92.9	0.6	-34.7	-277.6	-59.4	-247.6	-0.6	-22.7	1.1	8.1	0.1
CCOc1ccc(OCC)c(NC(=O)CSc2nc3cccnc3n2C)c1	-12.4	-0.9	51.7	13.5	12.8	14.4	-0.4	-6.0	-3.5	-9.1	1.2
COc1ccc(OC)c(N(CC(=O)O)S(=O)(=O)c2ccc(OC)c(OC)c2)c1	-10.3	6.6	1.5	6.9	11.9	11.7	5.3	4.2	0.5	1.8	-0.2
CCOC(=O)c1sc(NC(=S)NC(=O)c2ccccc2Cl)c(C(=O)OCC)c1C	-18.0	-2.1	10.4	-1.9	-0.2	-21.9	-2.3	-21.0	-10.8	16.4	0.6
Cc1ccccc1-c1nnc(SCC(=O)Nc2ccc3c(c2)OCCO3)n1N	-13.2	1.7	-41.8	-10.3	8.9	-17.0	7.6	9.2	-4.5	15.1	-0.2

Screening results deposited in PubChem BioAssay by several laboratories.
